# RPL19A-GFP yeast = modulators of TOR pathway RPL19A-GFP in S. cerevisiae; S. cerevisiae RPL19A-GFP strain, flow cytometry, 3 h; active compounds read low; AID 2025; 0.3% of 330,000 active; percent response vs DMSO, % at 10 µM;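 active means percent response vs DMSO below 50%; inconclusive means fewer than 70 events counted for the yeast strain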;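 further: median channel GFP fluorescence of the barcoded RPL19A-GFP strain; ratio of sample median GFP to plate DMSO average so 100% = DMSO; lower means less RPL19A-GFP as with rapamycin TOR inhibition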
# CIT2 TOR yeast = alters CIT2-GFP fluorescence in TOR pathway yeast screen. 0.065% of 320,000 active. S. cerevisiae CIT2-GFP strain, flow cytometry, 3 h; 100 means same as DMSO wells. GFP response vs DMSO, % at 10 µM;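 active means GFP response relative to DMSO above a set limit, near the screen mean plus 3 SD, cut at about 150% in these data; inconclusive means Fewer than 70 cells measured for a yeast strain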;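 further: ratio of well median GFP fluorescence to mean of DMSO wells on the plate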
# procasp3 activ = procaspase-3 (human) activation; recombinant procaspase-3 D3A, Ac-DEVD-pNA absorbance 405 nm; P42574; 0.11% of 330,000 active; activation, % at 8.5 µM;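 active means activation above the mean of all tested compounds plus 3 SD, cut at about 21% in these data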;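 further: 0% = DMSO alone and 100% = DMSO wells spiked with extra 5 µM PC-3 D3A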
# Target sequence (P42574 whole entry D9A/D28A/D175A): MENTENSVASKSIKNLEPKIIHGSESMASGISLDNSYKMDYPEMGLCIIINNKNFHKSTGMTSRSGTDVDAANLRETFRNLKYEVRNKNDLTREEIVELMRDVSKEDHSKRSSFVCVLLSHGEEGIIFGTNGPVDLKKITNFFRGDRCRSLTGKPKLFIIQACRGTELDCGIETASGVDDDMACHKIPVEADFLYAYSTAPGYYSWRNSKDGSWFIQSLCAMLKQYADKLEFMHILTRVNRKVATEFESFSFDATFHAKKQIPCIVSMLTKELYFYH
#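 Assay system – Procaspase-3 D3A mutant, all three cleavage aspartates alanine · Controls – DMSO-only low control, 5 µM PC-3 D3A high control · Schedule – 1 h compound preincubation, 2 h substrate hydrolysis at 25 °C · Signal – 405 nm absorbance of p-nitroaniline, reads at 0 and 120 min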
# proCasp7 act = counter-screen for procaspase-3 activators: activators of human procaspase-7 | recombinant procaspase-7, Ac-DEVD-pNA absorbance 405 nm; D23A/D198A/D206A triple mutant, cannot self-cleave; scale: DMSO 0, 5 µM enzyme 100 | activation, % at 8.5 µM | 0.093% of 330,000 active | AID 463210;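 active means percent activation above the screen-wide mean plus 3 SD, cut at about 25% in these data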
# Target sequence (P55210 whole entry D23A/D198A/D206A): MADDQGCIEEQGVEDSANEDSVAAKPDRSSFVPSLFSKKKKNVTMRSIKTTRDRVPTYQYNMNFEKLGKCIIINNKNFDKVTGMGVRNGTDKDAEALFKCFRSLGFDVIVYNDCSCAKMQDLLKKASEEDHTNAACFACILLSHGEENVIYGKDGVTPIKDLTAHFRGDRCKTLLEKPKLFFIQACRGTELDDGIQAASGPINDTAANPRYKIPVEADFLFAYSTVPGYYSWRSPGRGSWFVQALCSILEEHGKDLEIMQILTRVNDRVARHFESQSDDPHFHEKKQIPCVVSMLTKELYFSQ
#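 buffer or medium = Zinc-free HEPES/NaCl buffer, pH 7.4 | material = Procaspase-7 triple mutant (PC-7 D3A) | input = 2 µM procaspase-7 mutant as dispensed | signal = Epi-absorbance of released pNA at 405 nm, two timepoints | timing = 1 h preincubation, 2 h reaction | replicates = singlicate compound testing | evaluation = % activation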
# LAP4 TOR yeast = yeast TOR pathway LAP4-GFP modulation; GFP response vs DMSO, % at 10 µM; 0.34% of 320,000 active; S. cerevisiae LAP4-GFP multiplex, flow cytometry GFP, 3 h; median GFP as percent of DMSO wells;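 active means GFP response vs DMSO above a set limit, about the screen mean plus 3 SD, cut at about 150% in these data; inconclusive means under 70 cell events counted for the yeast strain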
# AHR activator = activators of human aryl hydrocarbon receptor | activation, % at 5 µM | AHR-responsive luciferase reporter cells, luminescence | AID 2796 | 2.5% of 320,000 active; in the data active means activation above about 47%;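 further: 0% = vehicle wells and 100% = reference agonist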
# AGP1-GFP MLPCN = yeast TOR pathway AGP1-GFP modulation. S. cerevisiae AGP1-GFP multiplex flow cytometry, 3 h; GFP as percent of DMSO wells. GFP response vs DMSO, % at 10 µM. 0.02% of 320,000 active;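 active means GFP response relative to DMSO above a set limit, near screen average plus 3 SD, cut at about 150% in these data; inconclusive means fewer than 70 cells counted for the yeast strain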;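 further: median GFP channel fluorescence of the gated AGP1 strain per well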
# MEP2-GFP yeast = modulators of TOR pathway MEP2-GFP in S. cerevisiae; GFP response vs DMSO, % at 10 µM; S. cerevisiae MEP2-GFP strain, flow cytometry GFP, 3 h; 100% = DMSO control level; 0.51% of 330,000 active;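 active means GFP response versus DMSO above a set limit, roughly screen mean plus 3 SD, cut at about 180% in these data; inconclusive means fewer than 70 cells counted for a yeast strain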;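 further: median GFP fluorescence of the barcode-gated MEP2-GFP cells per well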
# An asterisk follows results filed as active; u = inconclusive; x = no result given; [ ] = another dose, or the depositor's remark. The order is random; about 3.5% have a hit in one of these screens.
# Sequence of screens: RPL19A-GFP yeast	CIT2 TOR yeast	procasp3 activ	proCasp7 act	LAP4 TOR yeast	AHR activator	AGP1-GFP MLPCN	MEP2-GFP yeast
> O=C1CCC(C(=O)N2CCOCC2)CN1Cc1ccc(Cl)cc1 (stereo unspecified)
    101	94	-6	0	93	3	98	94
> CCn1c(=N)c(S(=O)(=O)c2ccc(F)cc2)cc2c(=O)n3ccccc3nc21
    92	95	-33	-20	93	1	92	96
> COC(=O)Cn1ccc2cc(S(=O)(=O)N3CCCCCC3)ccc21
    107	112	1	-2	110	1	107	105
> COc1cccc(Cn2cc(N)cn2)c1
    103	81	-10	-5	95	0	97	104
> COc1ccc(CCNC(=O)C(=O)c2c(C)[nH]c3ccccc23)cc1
    97	97	2	3	96	1	98	117
> COc1ccc(C(N)CCc2ccco2)cc1 (stereo unspecified)
    100	112	-1	0	100	2	97	102
> Clc1ccc(-n2nnnc2CN2CCCCC2)cc1Cl
    99	105	3	-3	84	-2	97	101
> O=C(COC(=O)c1ccc(F)cc1F)Nc1ccc(Cl)cn1
    98	105	-4	14	95	3	100	104
> O=C(c1cc(-c2ccccc2)nn1-c1ccccc1)N1CCN(S(=O)(=O)c2ccc(F)cc2)CC1
    98	101	-4	10	107	-1	105	104
> CC(CCc1ccccc1)NC(=O)COC(=O)CC1CC2CCC1C2 (stereo unspecified)
    98	94	-5	4	102	0	96	100
> Cc1cccc(-c2nnc(SCc3ccc(C#N)cc3)n2Cc2ccco2)c1
    100	95	7	-9	106	-1	97	96
> CCC(=O)N(c1nnc(SCC(=O)c2ccc[nH]2)s1)C1CC1
    93	98	0	2	95	27	95	96
> O=c1c2[nH]c3ccc(F)cc3c2nc2n1CCCS2
    98	107	1	13	103	71*	97	102
> Cc1ccc(S(=O)(=O)N2CCCCC2)cc1NC(=O)c1ccc2ccccc2n1
    104	97	0	3	104	27	92	101
> O=C(Cc1csc(NC(=O)Nc2cccc(Cl)c2)n1)NCc1ccccn1
    95	101	0	1	105	8	105	93
> O=C1C=CCCC1
    100	99	11	-6	101	-2	101	98
> O=C(O)c1cccc2c1-c1ccccc1/C2=N\Nc1ccccc1
    99	109	-8	-6	96	11	94	110
> Cc1cc(C)n2nc(/C(C#N)=C/c3ccccn3)c(C#N)c2n1
    99	105	-8	1	106	6	107	99
> Cc1ccc(CNC(=O)C2CCCN(S(=O)(=O)c3c(C)noc3C)C2)cc1 (stereo unspecified)
    90	91	1	11	91	-1	92	91
> COc1ccc(NC(=O)C2CC(=O)n3c(nc4ccccc43)N2)cc1 (stereo unspecified)
    113	108	3	-3	102	3	113	103

# A few values from above.
# For LAP4 TOR yeast, COc1cccc(Cn2cc(N)cn2)c1 has 95
# For CIT2 TOR yeast, O=C(c1cc(-c2ccccc2)nn1-c1ccccc1)N1CCN(S(=O)(=O)c2ccc(F)cc2)CC1 has 101

# Additional results
# Sequence of screens: RPL19A-GFP yeast	CIT2 TOR yeast	procasp3 activ	proCasp7 act	LAP4 TOR yeast	AHR activator	AGP1-GFP MLPCN	MEP2-GFP yeast
> CCOc1cccc(C=NNc2ccc(S(=O)(=O)Nc3ccccc3C(=O)O)cc2[N+](=O)[O-])c1O
    100	97	0	15	94	1	99	97
> O=C(Nc1cc(Cl)ccc1N1CCOCC1)c1ccc(N2CCCCC2)c([N+](=O)[O-])c1
    97	88	7	-5	99	-1	100	99
> O=C(CSc1nc2ccccc2o1)NCC1CCCO1 (stereo unspecified)
    91	98	1	7	100	0	99	98
> COc1ccccc1C(=O)NC(=O)COC(=O)Cn1[nH]c(=O)c2ccccc2c1=O
    103	105	1	-1	105	-2	110	102
> CCOc1ccc(CNC(=O)c2cccc(NC(=O)C3=C(C)OCCS3)c2)cc1
    102	103	8	-1	92	7	98	110
> Cc1cc(C)nc(N2CCCC(CCC(=O)NCc3ccc(F)c(F)c3)C2)n1 (stereo unspecified)
    102	98	6	1	98	12	97	101
> CC1C/C(=N/NC(=O)c2cccc(F)c2)c2ccc(O)cc2C1 (stereo unspecified)
    97	91	0	4	99	3	79	105
> Cc1cccc(NC(=S)N/N=C/c2cccc([N+](=O)[O-])c2)c1
    97	97	-4	-10	109	134*	103	98
> Cc1nn(-c2ccccc2)c2[nH]c(=O)cc(C(F)(F)F)c12
    106	101	1	1	101	18	93	105
> CSc1ccc(/C=C/c2ccc3cccc(O)c3n2)cc1
    98	112	6	5	125	32	96	111
> NC(=O)Cn1cc(/C=N\NS(=O)(=O)c2ccc(F)cc2)c2ccccc21
    103	95	-6	-6	94	11	95	101
> CCOC(=O)c1c(S(=O)(=O)NCC(=O)N2CCN(c3ccc(OC)cc3)CC2)c(C)n(C)c1C
    92	93	1	-6	86	1	88	98
> COC(=O)C1CCN(CC(=O)Nc2cc(Cl)ccc2OC)CC1
    96	83	2	3	81	4	87	92
> Cc1ccc(S(=O)(=O)N(C)C)cc1NC(=S)NNC(=O)C(N)=O
    95	95	-1	-11	109	1	96	102
> c1ccc2c(-c3cncc4ccccc34)cncc2c1
    94	95	-1	5	107	28	98	94
> OC[C@H]1O[C@@H](n2cnc3c(Nc4ccccc4)ncnc32)[C@H](O)[C@@H]1O
    101	83	0	8	110	12	86	96
> O=C(/C=C/c1ccco1)c1ccccc1O
    97	98	-2	-10	94	-4	98	99
> O=C(Nc1cccc(NC(=O)c2ccccc2Cl)c1)c1ccco1
    103	107	2	1	106	6	103	103
> O=C(Cn1nc(Cc2cccnc2)c2ccccc2c1=O)Nc1ccccc1F
    97	92	12	10	111	5	100	95
> O=C(Cc1ccccc1Cl)Nc1cc(S(=O)(=O)N2CCOCC2)ccc1N1CCOCC1
    94	97	5	6	101	2	97	97
> Cc1ccnc(Nc2nc(-c3sc(C)nc3C)cs2)c1
    86	102	0	3	115	3	99	100
> COc1ccc(N2CCN(CCNC(=O)CCC(=O)NNc3nc4ccccc4c4nc(C)nn34)CC2)cc1
    103	106	-12	2	103	18	110	103
> COc1ccc(NS(=O)(=O)c2ccc(C(=O)OC(C)C(=O)N3CCOCC3)cc2)cc1 (stereo unspecified)
    91	104	-2	1	97	-2	103	97
> O=C(NCCCNc1ccc([N+](=O)[O-])cc1Cl)c1ccccc1F
    89	93	4	8	112	-1	99	105
> Cc1ccc(C)c(OCCCN2CCCC2)c1
    98	102	7	10	98	2	107	99
> Cc1ccc(Nc2nnc(SCC(=O)Nc3cccc(S(=O)(=O)N4CCCCC4)c3)s2)cc1
    101	94	-2	-1	89	-1	94	100
> COc1ccc(/C=C2\SC(=S)N(CCC(=O)NC3CCCC3)C2=O)cc1OC
    102	107	4	-5	96	-4	103	102
> Cc1ccc(C(=O)N2CCN(c3cnn(C)c(=O)c3Cl)CC2)cc1
    102	102	1	11	97	-2	102	104
> COc1ccccc1NC(=O)C(C)OC(=O)C1CCN(S(=O)(=O)c2ccc(C)c(C)c2)CC1 (stereo unspecified)
    100	98	3	-1	115	2	112	99
> Cc1ccc(C(=O)Cn2c(C(=O)OCCO)cc3ccccc32)cc1
    112	115	x	x	106	x	110	110
> CN(CC(=O)Nc1ccccc1Br)C(=O)CN1CCN(Cc2ccc(Cl)cc2)CC1
    100	91	9	6	106	0	98	95
> O=C(COC(=O)c1ccc2c(c1)S(=O)(=O)N=C1CCCCCN12)NCc1cccs1
    102	99	3	11	100	4	106	104
> COC(=O)CNc1cccc(C(F)(F)F)c1
    110	104	-5	13	115	1	110	110
> COc1ccc(S(=O)(=O)N2CCN(Cc3cc(=O)n4ccccc4n3)CC2)cc1
    92	92	6	-3	98	-2	93	93
> Cc1cnc(C(=O)OCC(=O)Nc2ccc(Cl)cn2)cn1
    102	92	-8	-9	100	5	98	97
> CCOCCCNC(=O)C(=O)NCCCOCC
    102	104	0	1	94	-2	99	108
> C/C=C/C(=O)N1CC2(CC(c3cccc(NC(=O)COc4ccc(Cl)cc4)c3)=NO2)C[C@@H]1C(N)=O (stereo partly specified)
    97	93	11	-7	103	-1	89	90
> Cc1cccc(NC(=O)c2ccc(S(=O)(=O)N3CC(C)OC(C)C3)cc2)n1 (stereo unspecified)
    96	89	4	14	99	5	103	100
> Cc1cccc(NC(=O)CNC(=O)CN2CCN(C)CC2)c1C
    97	91	3	4	102	2	95	101
> CCCCN1C(=O)C(=O)N(CC(=O)c2ccc3c(c2)OCO3)C1=O
    99	96	-7	-10	104	-1	102	100

# Part of the list above, showing only proCasp7 act and CIT2 TOR yeast:
SMILES,proCasp7 act,CIT2 TOR yeast
COC(=O)CNc1cccc(C(F)(F)F)c1,13,104
COc1ccccc1NC(=O)C(C)OC(=O)C1CCN(S(=O)(=O)c2ccc(C)c(C)c2)CC1 (stereo unspecified),-1,98

# Continued.
# Sequence of screens: RPL19A-GFP yeast	CIT2 TOR yeast	procasp3 activ	proCasp7 act	LAP4 TOR yeast	AHR activator	AGP1-GFP MLPCN	MEP2-GFP yeast
> COC(=O)c1ccc(C)c(NS(=O)(=O)c2ccc(NC(C)=O)cc2)c1
    99	104	-2	7	101	1	105	103
> CCCCN(Cc1cc2cccc(C)c2[nH]c1=O)S(C)(=O)=O
    100	97	2	1	104	12	104	108
> Cc1oc(-c2cccs2)nc1CN1CCN(C(C)C)C(CCO)C1 (stereo unspecified)
    101	97	11	0	119	0	103	97
> C/C(=N\NS(=O)(=O)c1ccccc1)c1ccccc1
    95	91	2	0	97	1	93	97
> O=C(Nc1ccc2c(c1)OCO2)c1cnn2c(C(F)(F)F)cc(-c3ccco3)nc12
    101	109	11	1	102	19	100	102
> COc1ccc2c(c1)C(C)CC(C)(C)N2C(=O)Nc1ccccc1 (stereo unspecified)
    99	100	-7	-2	97	1	97	105
> COc1ccccc1N1CCN(C(c2ccc(Cl)cc2)c2nnnn2C(C)(C)C)CC1 (stereo unspecified)
    92	107	-11	8	96	1	90	99
> O=S(=O)(c1ccccc1)c1nc(-c2ccco2)oc1NCc1ccco1
    101	102	-10	-3	106	1	106	108
> COc1ccc(-n2cnc3c(sc4nc(N5CCOCC5)c5c(c43)CCCC5)c2=O)cc1
    96	118	1	0	105	1	123	97
> CCOc1cc(-c2cc(-c3ccccc3)nc(N)c2C#N)ccc1O
    96	94	-1	-11	96	2	94	98
> CSCCC(NC(=O)c1ccccc1Br)C(=O)NC(C)CCc1ccccc1 (stereo unspecified)
    105	98	5	3	89	5	96	100
> Cc1c(C)c2ccc(OCC(=O)Nc3ccccn3)c(C)c2oc1=O
    110	105	1	1	101	-5	108	104
> CCOC(=O)c1oc2ccccc2c1CSc1nnnn1-c1ccc(OC)cc1
    51[may fluoresce violet]	u	4	-2	88[may fluoresce violet]	-1	u	248*[may fluoresce violet]
> O=c1oc2ccccc2nc1/C=C(\O)c1ccccc1
    99	90	-32	-23	112	33	101	112
> O=C(NC(=S)N(CCO)Cc1ccccc1)c1cc(Br)ccc1Cl
    101	94	6	7	102	4	101	101
> CSc1ncccc1C(=O)OCC(=O)c1[nH]c(C)c(C(C)=O)c1C
    99	94	9	0	94	0	96	98
> CCc1ccc(-c2nc(CSCC(=O)NCCCN3CCCC3=O)c(C)o2)cc1
    98	110	-4	7	95	-7	102	102
